GLP-1R inv ag – GLP-1 receptor (human) inverse agonism. HEK293 GLP-1R CRE-luciferase, luminescence, 24 h; GLP-1R form is constitutively active. Potency, µM (titrated, usually from 38.3 µM), inactives show at the top dose activity change, negative = inhibition, usual class: inhibitors. 410,000 compounds, 1.6% hits. AID 624417; note: potency is the fitted concentration of half-maximal effect; % is set by controls: 0 for no effect and ±100 for the full control effect; nearly all actives have a fitted effect of over 55% in size
Target sequence (P43220 whole entry, looked up): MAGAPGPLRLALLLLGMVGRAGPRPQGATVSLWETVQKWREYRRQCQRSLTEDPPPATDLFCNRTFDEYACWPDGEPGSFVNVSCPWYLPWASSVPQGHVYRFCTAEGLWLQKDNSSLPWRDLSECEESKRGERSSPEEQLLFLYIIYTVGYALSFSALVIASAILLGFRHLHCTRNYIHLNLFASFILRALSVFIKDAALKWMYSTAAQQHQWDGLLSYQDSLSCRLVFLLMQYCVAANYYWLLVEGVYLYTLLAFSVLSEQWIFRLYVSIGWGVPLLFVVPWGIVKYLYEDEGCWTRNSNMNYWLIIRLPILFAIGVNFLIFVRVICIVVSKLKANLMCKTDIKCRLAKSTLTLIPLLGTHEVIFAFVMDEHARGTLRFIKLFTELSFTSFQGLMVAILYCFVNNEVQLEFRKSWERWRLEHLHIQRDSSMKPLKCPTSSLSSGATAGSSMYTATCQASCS
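Constitutively active GLP-1R drives a cAMP-responsive luciferase in stably transfected HEK293 cells; test compounds are added after overnight (12 h) attachment and left 24 hr, and signal loss in luminescence marks inhibition.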
GLP-1R agonist – activates the human GLP-1 receptor | P43220 | HEK293 GLP-1R CRE-luciferase, luminescence, 4-6 h; cells express a hypersensitive GLP-1R form | Potency, µM (highest dose often 45.6 µM), inactives show top-dose activation, usual class: activators | 380,000 compounds, 0.007% hits; note: potency is the fitted concentration of half-maximal effect; % of control where 0% means no effect
PTHR1 ag – PTHR1 (human) receptor agonism; HEK293 GP2 PTHR1 cells, GloSensor cAMP luminescence, 1 h; Potency, µM (doses to about 115 µM), inactives show at the top dose activation, actives largely listed as activators; 410,000 compounds, 0.075% hits; AID 743266; note: potency is the fitted concentration of half-maximal effect; nearly all actives have a fitted effect of over 55% in size; some results filed as inactive show a strong effect at the top dose; inactives centre near -15; many of its hits are not listed in these tables
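HEK-293-derived GP2 cells expressing PTHR1 and a GloSensor cAMP reporter, 3,000/well, plated overnight, given luciferin plus IBMX (each 0.5 mM as added) for 1 h at 37 °C, then compound for 1 h at 37 °C. Luminescence was read after 15 min at room temperature.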
D3 antag – D3 dopamine receptor (human) antagonism. P35462. AID 652054. D3R cells, DiscoveRx beta-arrestin luminescence, antagonist mode; hits give low values. 360,000 compounds, 2.5% hits. max response, negative = inhibition, %; in the data active = max response below about -50%; inconclusive = no clear call, values can overlap the other calls; note: % is set by controls: 0 for no effect and ±100 for the full control effect; mostly tested at two doses, the higher about 12 µM
Target sequence (P35462 whole entry, looked up): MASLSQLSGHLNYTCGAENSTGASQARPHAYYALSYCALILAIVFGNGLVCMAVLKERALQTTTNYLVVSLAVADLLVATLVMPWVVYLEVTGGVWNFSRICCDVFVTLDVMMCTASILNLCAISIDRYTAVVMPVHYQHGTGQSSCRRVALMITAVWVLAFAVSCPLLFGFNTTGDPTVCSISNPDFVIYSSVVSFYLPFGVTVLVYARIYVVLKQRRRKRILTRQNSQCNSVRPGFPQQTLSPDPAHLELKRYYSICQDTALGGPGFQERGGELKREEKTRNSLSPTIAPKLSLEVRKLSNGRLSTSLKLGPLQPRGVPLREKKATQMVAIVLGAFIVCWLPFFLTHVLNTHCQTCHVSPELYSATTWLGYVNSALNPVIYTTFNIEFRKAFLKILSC
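Cells expressing the human receptor were seeded at 1500 cells/well, incubated overnight at 37 degrees C in 5% CO2, then exposed to library compounds with dopamine controls for 90 minutes at 37 degrees C before luminescent detection.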
GLP1R cytotox – cytotoxicity counter-screen for GLP-1 receptor inverse agonists. 410,000 compounds, 0.13% hits. Potency, µM (highest dose often 38.3 µM), inactives show at the highest dose activity change, negative = inhibition, actives largely listed as inhibitors. HEK293 cAMP-luciferase reporter cells, luminescence, 24 h;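 note: loss of luciferase light is scored as toxicity; potency is the fitted concentration of half-maximal effect; % is set by controls: 0 for no effect and ±100 for the full control effect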
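Cells in DMEM/10% Nu serum/1% pen-strep, 1536-well format. Pre-incubated 12 h, dosed with 23 nL compound, incubated a further 24 h. Luciferase detection, 12 min at room temp, luminescence.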
KB-V1 MDR tox – kills drug-selected multidrug resistant KB-V1 cells; Potency, µM (top dose mostly 46.1 µM), inactives show top-dose activity change, negative = cytotoxicity, actives largely listed as cytotoxic; AID 1347076; 400,000 compounds, 3.4% hits; KB-V1 MDR cells viability, CellTiter-Glo, 72 h; note: potency is the fitted concentration of half-maximal effect; % is set by controls: 0 for no effect and ±100 for the full control effect; nearly all actives have a fitted effect of over 60% in size
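KB-V1, DMEM (no phenol red) + 10% FBS; cpd pin-transferred, titration series; 72 h, 37 degrees C; CellTiter-Glo, luminescence. Data normalized, curve-fit.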
aSyn yeast inh – inhibitors of alpha-synuclein toxicity in yeast | Yeast expressing alpha-synuclein, growth rescue, BacTiter-Glo, 24 h | 370,000 compounds, 0.14% hits | Potency, µM (series often up to 46.1 µM), without a hit: top-dose growth rescue (activation), actives largely listed as activators; note: potency is the fitted concentration of half-maximal effect; % of control where 0% means no effect; nearly all actives have a fitted effect of over 65% in size
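Screening used galactose-induced yeast with toxic alpha-synuclein levels, exposed to compound for 24 hr at 30 deg C. Cell growth, read with BacTiter-Glo luminescence, gave the measured signal.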
DRD3 agonist – activates the human D3 dopamine receptor; P35462; 410,000 compounds, 0.58% hits; max activation, %; D3R DiscoveRx beta-arrestin cells, luminescence, 90 min; in the data active = max activation above about 30%; note: 0% is about no effect; mostly tested at two doses, the higher about 12 µM
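Cells at 1500/well, incubated overnight, then treated with pinned compounds (dopamine as control) for 90 min at 37 degrees C. DiscoveRx reagent added for 30 - 60 minutes at room temperature; luminescence read.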
TDP43 rescue – inhibitors of TDP-43 toxicity in yeast; TDP-43 expressing yeast growth rescue, BacTiter-Glo, 24 h; Potency, µM (doses to about 46.1 µM), for the others: top-dose growth rescue (activation), usual class: activators; 410,000 compounds, 1.8% hits; note: potency is the fitted concentration of half-maximal effect; % of control where 0% means no effect; nearly all actives have a fitted effect of over 50% in size
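In this qHTS, compounds that restore growth of yeast expressing TDP-43 appear as activators. Cells (OD600=0.02, galactose medium, raffinose-pregrown) are incubated with compound 24 hr at 30 deg C and growth is quantified by BacTiter-Glo.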
* marks the source's active call; other numbers are inactive results; i = inactive; ? = inconclusive; · = not tested or not shown; [ ] = another dose, or the depositor's remark. Unless noted, calls come from the whole dose curve; as a rule, active = well fitted curve in the direction sought with a large enough effect; inconclusive = small, poorly fitted or top-dose-only effect, or another doubt; inactive = no such curve, though single readings can be large; an effect the other way counts as inactive or inconclusive. Only part of the results is shown; the hit share may differ from the screen's.

| item | SMILES | D3 antag | GLP-1R agonist | KB-V1 MDR tox | PTHR1 ag | GLP-1R inv ag |
| --- | --- | --- | --- | --- | --- | --- |
| 1 | COc1cc(CN2C[C@@H](CO)O[C@@H](n3cnc4c(NC5CC5)ncnc43)C2)cc(OC)c1OC | 1 | 5% | 3% | i | 12% |
| 2 | O=C(NCC1CCCO1)c1c(O)nc2sccn2c1=O (stereo not drawn) | -16 | 8% | 8% | i | 21% |
| 3 | O=C(c1cc(COc2ccccc2)on1)N1CCCC(OCc2cccnc2)C1 (stereo not drawn) | 26 | 15% | ? | i | -7% |
| 4 | OC(c1ccccc1)c1ncc(-c2ccc(Cl)cc2)[nH]1 (stereo not drawn) | 2 | 2% | ? | -43%[inhibitor] | ? |
| 5 | CCCn1nnc(NC(=O)c2cc(Br)ccc2OC)n1 | -9 | 7% | -27% | i | 2% |
| 6 | CCN(CC(=O)NCCc1ccc(Cl)cc1)Cc1nc2ccccc2c(=O)[nH]1 | -4 | 11% | ? | -21% | -9% |
| 7 | CC1(C)CC(=O)C(C=NCCN2CCN(CC(=O)Nc3ccc(Cl)cc3)CC2)=C(O)C1 | 7 | -2% | 4% | -5% | 19% |
| 8 | COC(=O)c1c(O)c2ccccc2[nH]c1=O | 0 | -6% | -15% | i | 9% |
| 9 | CCSC1(SCC)N=C(N)C2(C#N)C(c3ccc(F)cc3)C12C#N (stereo not drawn) | -1 | -22% | ? | -8%[57.5 µM] | ? |
| 10 | CCOC(=O)C1CCN(C(=O)Cn2nc(C)n3c(cc4sccc43)c2=O)CC1 | · | · | 5% | -16% | 3% |

| item | aSyn yeast inh | GLP1R cytotox | DRD3 agonist | TDP43 rescue |
| --- | --- | --- | --- | --- |
| 1 | 4% | -3% | 8 | ? |
| 2 | 1% | 2% | 0 | -64%[inhibitor] |
| 3 | 9% | -5% | 17 | 11% |
| 4 | 2% | 4% | -5 | 17% |
| 5 | -7% | 1% | -7 | -12% |
| 6 | 0% | ? | 4 | -15% |
| 7 | 0% | 8% | 0 | 6% |
| 8 | 10% | 5% | -7 | -12% |
| 9 | -5% | -12% | -7 | -12% |
| 10 | · | 4% | 5 | 9% |

Continuation:
| item | SMILES | D3 antag | GLP-1R agonist | KB-V1 MDR tox | PTHR1 ag | GLP-1R inv ag |
| --- | --- | --- | --- | --- | --- | --- |
| 11 | CC1=C(C(=O)OC(C)C)C(c2ccc(N(C)C)cc2)C2=C(CC(C)(C)CC2=O)N1 (stereo not drawn) | 0 | -10% | -4% | i | ? |
| 12 | Cc1c(CC(=O)NCCC(C)C)c(=O)oc2cc3c(cc12)CCC(C)(C)O3 | -13 | 4% | -2% | -10% | ? |
| 13 | COc1ccc(C(=O)NCC(c2cccs2)S(=O)(=O)c2ccc(F)c(C)c2)cc1 (stereo not drawn) | · | 1% | 17% | -34%[inhibitor] | ? |
| 14 | Cc1sc2nc(COC(=O)c3cccc(OC(F)F)c3)[nH]c(=O)c2c1C | -7 | 16% | 15% | i | 25% |
| 15 | COc1ccc(C(=O)SC2=NCCS2)cc1 | -19 | -4% | 10% | -8%[57.5 µM] | -15% |
| 16 | Cc1nsc2nc3c(F)c(F)c(F)c(F)c3cc12 | 9 | 4% | -12% | -20% | 115%[activator] |
| 17 | CN(C)S(=O)(=O)c1cc(NC(=O)CN2CCN(c3ccccc3F)CC2)ccc1Cl | -7 | 5% | -22% | -18% | ? |
| 18 | CCCCNC(=O)N1CCc2ccccc2C1 | -11 | -1% | 0% | -17% | 0% |
| 19 | CC1(NC(=O)c2cc(S(=O)(=O)N3CCCCC3)ccc2Cl)CCS(=O)(=O)C1 (stereo not drawn) | -28 | -10% | 7% | i | ? |
| 20 | CCN(Cc1ccccc1)C(=O)CSc1nc(C)cc(=O)[nH]1 | -16 | 0% | -14% | -8% | 61%[activator] |
| 21 | Cc1ccc(S(=O)(=O)N2CCC(C(=O)Nc3ccncc3)CC2)cc1 | 23 | 4% | 0% | -9% | ? |
| 22 | O=C(COC(=O)c1ccc(Cl)nc1)Nc1ccccc1OC(F)F | 2 | 5% | -1% | i | 17% |

| item | aSyn yeast inh | GLP1R cytotox | DRD3 agonist | TDP43 rescue |
| --- | --- | --- | --- | --- |
| 11 | -2% | -9% | -6 | -10% |
| 12 | 0% | -4% | 10 | -8% |
| 13 | · | -8% | 9 | 0% |
| 14 | -1% | -9% | 2 | -7% |
| 15 | -12% | -5% | 7 | 6% |
| 16 | 16% | 6% | 10 | ? |
| 17 | 1% | 2% | 49* | 7% |
| 18 | -1% | 6% | -9 | -5% |
| 19 | -4% | -14% | 0 | 0% |
| 20 | -6% | -10% | 3 | 27%[0.397 µM] |
| 21 | 7% | 0% | 7 | 14% |
| 22 | 8% | 7% | -3 | 19% |

Records 11 to 15, reprinted for reference:
| item | SMILES | D3 antag | GLP-1R agonist | KB-V1 MDR tox | PTHR1 ag | GLP-1R inv ag |
| --- | --- | --- | --- | --- | --- | --- |
| 11 | CC1=C(C(=O)OC(C)C)C(c2ccc(N(C)C)cc2)C2=C(CC(C)(C)CC2=O)N1 (stereo not drawn) | 0 | -10% | -4% | i | ? |
| 12 | Cc1c(CC(=O)NCCC(C)C)c(=O)oc2cc3c(cc12)CCC(C)(C)O3 | -13 | 4% | -2% | -10% | ? |
| 13 | COc1ccc(C(=O)NCC(c2cccs2)S(=O)(=O)c2ccc(F)c(C)c2)cc1 (stereo not drawn) | · | 1% | 17% | -34%[inhibitor] | ? |
| 14 | Cc1sc2nc(COC(=O)c3cccc(OC(F)F)c3)[nH]c(=O)c2c1C | -7 | 16% | 15% | i | 25% |
| 15 | COc1ccc(C(=O)SC2=NCCS2)cc1 | -19 | -4% | 10% | -8%[57.5 µM] | -15% |

| item | aSyn yeast inh | GLP1R cytotox | DRD3 agonist | TDP43 rescue |
| --- | --- | --- | --- | --- |
| 11 | -2% | -9% | -6 | -10% |
| 12 | 0% | -4% | 10 | -8% |
| 13 | · | -8% | 9 | 0% |
| 14 | -1% | -9% | 2 | -7% |
| 15 | -12% | -5% | 7 | 6% |

Some entries already given, showing only KB-V1 MDR tox, GLP1R cytotox and PTHR1 ag:
nr	SMILES	KB-V1 MDR tox	GLP1R cytotox	PTHR1 ag
15	COc1ccc(C(=O)SC2=NCCS2)cc1	10%	-5%	-8%[57.5 µM]
16	Cc1nsc2nc3c(F)c(F)c(F)c(F)c3cc12	-12%	6%	-20%
17	CN(C)S(=O)(=O)c1cc(NC(=O)CN2CCN(c3ccccc3F)CC2)ccc1Cl	-22%	2%	-18%
18	CCCCNC(=O)N1CCc2ccccc2C1	0%	6%	-17%
19	CC1(NC(=O)c2cc(S(=O)(=O)N3CCCCC3)ccc2Cl)CCS(=O)(=O)C1 (stereo not drawn)	7%	-14%	i

Screening data (PubChem BioAssay)
